FEN1 inh: inhibitors of human flap endonuclease 1; actives 0.35% (n = 390,000); P39748; Recombinant FEN1 flap cleavage, fluorescence, 15 min; AID 588795; Potency, µM (doses to about 114 µM), for the others: at the top dose activity change, negative = inhibition, most hits filed as inhibitors; further: nearly all actives have a fitted effect of over 65% in size
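Concentration–response screening of FEN1 (10 nM): 15 min compound preincubation at room temperature, reaction started with 50 nM substrate and read at 0 and 15 min. Corrected, normalized data were fitted by a four-parameter Hill equation.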
TDP1 cell CPT: growth inhibition of DT40 Tdp1-/-;hTDP1 cells with camptothecin (screen for TDP1 inhibitors). chicken DT40 Tdp1-/-;hTDP1 cells + 20 nM CPT, ATP luminescence, 48 h. actives 12% (n = 420,000). Potency, µM (doses to about 46.2 µM), for the others: top-dose activity change, negative = growth inhibition, most hits filed as inhibitors. AID 686979; further: nearly all actives have a fitted effect of over 55% in size
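Chicken DT40 Tdp1-/- cells complemented with human TDP1, 400 cells/well, exposed to compounds plus 20 nM camptothecin for at least 48 h at 37 C; viability read as ATP content by CellTiter-Glo luminescence.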
GCN5L2 inh: blocks human GCN5L2 histone acetyltransferase. AID 504327. Potency, µM (highest dose often 58.9 µM), for inactives: at the top dose activity change, negative = inhibition, actives largely listed as inhibitors. GCN5L2 HAT assay, ThioGlo1 CoA-SH fluorescence. Q92830. actives 0.21% (n = 390,000)
Target sequence (Q92830 whole entry, looked up): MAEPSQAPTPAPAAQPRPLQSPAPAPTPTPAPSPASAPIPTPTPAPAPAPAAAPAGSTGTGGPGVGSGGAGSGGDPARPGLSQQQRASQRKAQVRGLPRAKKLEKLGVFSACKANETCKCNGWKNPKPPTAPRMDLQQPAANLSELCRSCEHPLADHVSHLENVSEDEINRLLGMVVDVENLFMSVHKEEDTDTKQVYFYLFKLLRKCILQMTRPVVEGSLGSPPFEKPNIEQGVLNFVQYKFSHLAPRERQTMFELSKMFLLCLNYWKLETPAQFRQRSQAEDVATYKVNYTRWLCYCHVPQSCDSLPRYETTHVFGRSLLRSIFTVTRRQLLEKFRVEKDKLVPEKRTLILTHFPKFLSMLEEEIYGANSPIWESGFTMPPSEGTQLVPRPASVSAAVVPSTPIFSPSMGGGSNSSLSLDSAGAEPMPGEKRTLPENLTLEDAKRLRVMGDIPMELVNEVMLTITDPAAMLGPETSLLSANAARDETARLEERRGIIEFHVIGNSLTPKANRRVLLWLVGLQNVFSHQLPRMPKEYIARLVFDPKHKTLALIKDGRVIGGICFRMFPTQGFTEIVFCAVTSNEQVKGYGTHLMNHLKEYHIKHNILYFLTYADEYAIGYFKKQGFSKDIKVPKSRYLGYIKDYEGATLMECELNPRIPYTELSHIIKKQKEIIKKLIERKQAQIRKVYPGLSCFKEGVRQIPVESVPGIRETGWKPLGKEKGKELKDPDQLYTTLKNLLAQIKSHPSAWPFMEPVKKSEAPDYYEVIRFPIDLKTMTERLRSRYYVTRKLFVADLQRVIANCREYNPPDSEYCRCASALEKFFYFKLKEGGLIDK
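GCN5L2 (20nM final) in 50mM HEPES, 0.1mM EDTA pH 7.5, 0.01% Tween-20 was preincubated 15 min at room temperature with compound, then given ThioGlo1 (50uM), H3(1-25) peptide (75uM) and acetyl-CoA (70uM); CoA-thiol fluorescence (Ex340/Em540) was read at 0 and 20 min.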
The depositor's hits bear a star; u = inconclusive; x = no result given; [ ] = another dose, or the depositor's remark. The call rests on the fitted dose curve; in most records, active means well fitted curve in the direction sought with a large enough effect; inconclusive means small, poorly fitted or top-dose-only effect, or another doubt; inactive means no such curve, though single readings can be large; an effect the other way counts as inactive or inconclusive. On the % scale 0 is the no-effect control and ±100 the full control effect; potency means the concentration at half of the fitted maximal effect. These rows are one share of the data (hit frequency here may not be typical).

Molecule | GCN5L2 inh | FEN1 inh | TDP1 cell CPT
O=C(CCC1N=C2c3ccccc3N=C(SCc3ccc(F)cc3)N2C1=O)NCc1cccs1 (configuration not stated) | 4% | 4% | 1%
CC(=O)Nc1ccc(NC(=O)Cc2sc(C)nc2-c2ccc(C)cc2)cc1 | 17% | 0% | 32%[activator]
COC(=O)c1sccc1-n1cccc1C(=O)C(=O)N1CCCC1 | 1% | -3% | -3%
CC(=NNC(=O)c1cccc(S(=O)(=O)N2CCOCC2)c1)c1ccc(Cl)cc1 | -1% | -11% | u
CC(C)c1ccc(NC(=O)CSc2nc(=O)n(CCCN3CCOCC3)c3c2CCCC3)cc1 | -9% | 11% | u
O=C(CN1CCN(S(=O)(=O)c2ccccc2)CC1)NC(=O)NCc1ccccc1 | 41%[activator] | 10% | 4%
Cc1nnc(SCC(=O)Nc2cc(S(=O)(=O)N3CCCC3)ccc2Cl)n1C1CC1 | -2% | -18% | -17%
CN(CC(=O)Nc1cccc(F)c1)C(=O)/C=C/c1ccc(S(=O)(=O)N2CCCCCC2)cc1 | x | -1% | u
Cc1[nH]c(C)c2c(=O)n(-c3ccccc3)ncc12 | -4% | 15% | 0%
CC1(C)Cc2ccccc2-c2nnc(-c3cccnc3)n21 | -1% | 4% | -11%
CCOc1ccccc1NC(=O)Cn1c(=O)n(CCC(=O)NCc2ccc3c(c2)OCO3)c(=O)c2ccccc21 | -2% | 10% | u
Cc1ccc(C)c(OCCC(=O)OCC(=O)NCc2ccc(F)cc2)c1 | 2% | -7% | -24%
O=C(NCCCCc1ccccc1)C1CCCC1 | -21% | 0% | -25%
COc1ccc(CCNC(=O)Cn2c(=O)n(CC3CCCO3)c(=O)c3ccccc32)cc1OC (configuration not stated) | -2% | 16% | -1%
COc1cccc(NC(=O)Nc2cc(C)on2)c1 | -3% | 2% | -20%
Cc1sc(NC(=O)c2c(F)cccc2F)nc1-c1ccccc1 | -11% | -16% | 11%
CCc1ccc(-n2c(=O)c3cccnc3n2CC(=O)NCc2ccc(F)cc2)cc1 | -1% | 0% | u
CCn1nc(-c2ccccc2)c(-c2ccccc2)c(C(=O)Nc2nc(C)c(C(=O)N(C)C)s2)c1=O | -18% | -3% | u
COc1ccc(S(=O)(=O)c2c(SC)nn(CC(=O)Nc3cccc(C)c3C)c2N)cc1 | -1% | 1% | -17%
S=c1[nH]nc(-c2cc(-c3ccccc3)n[nH]2)n1/N=C/C=C/c1ccco1 | -29% | u | -1%

Laid out differently: results already given.
CC(C)c1ccc(NC(=O)CSc2nc(=O)n(CCCN3CCOCC3)c3c2CCCC3)cc1
  GCN5L2 inh: -9%	FEN1 inh: 11%	TDP1 cell CPT: u
O=C(CN1CCN(S(=O)(=O)c2ccccc2)CC1)NC(=O)NCc1ccccc1
  GCN5L2 inh: 41%[activator]	FEN1 inh: 10%	TDP1 cell CPT: 4%
Cc1nnc(SCC(=O)Nc2cc(S(=O)(=O)N3CCCC3)ccc2Cl)n1C1CC1
  GCN5L2 inh: -2%	FEN1 inh: -18%	TDP1 cell CPT: -17%
CN(CC(=O)Nc1cccc(F)c1)C(=O)/C=C/c1ccc(S(=O)(=O)N2CCCCCC2)cc1
  GCN5L2 inh: x	FEN1 inh: -1%	TDP1 cell CPT: u

Remaining list, next part:
Molecule | GCN5L2 inh | FEN1 inh | TDP1 cell CPT
O=S1(=O)C[C@@H]2N=C(N/N=C/c3ccccc3)S[C@@H]2C1 | -14% | 10% | -6%
OC(COCC1COc2ccccc2O1)CN1CCN(c2ccccc2)CC1 (configuration not stated) | -4% | -8% | u
CCCN(CCC)Cc1c(C(=O)OCC)nnn1-c1nonc1N | 0% | -7% | 0%
COc1ccccc1N(CCC#N)C(=S)Nc1ccc(S(=O)(=O)N2CCOCC2)cc1 | 0% | -6% | -9%
CCOc1cc(CNCCO)cc(Br)c1OCc1ccccc1 | -1% | 3% | 18µM*
CCCn1nc(C(=O)NNC(=O)C2CSC3(C)CCC(=O)N23)c2ccccc2c1=O (configuration not stated) | -10% | 15% | 6%
COc1cc2c(C(=O)Nc3ccc(C)cc3Br)cn(C)c(=O)c2cc1OC | 3% | 17% | -13%
CCCn1c(=O)c(C(=O)NCc2ccco2)c(O)c2ccccc21 | -2% | 2% | 1%
COc1ccc(N2CCN(C(=O)CCN3C(=S)NC(C)(C)CC3C)CC2)cc1 (configuration not stated) | -6% | 0% | 12%
CCCCNc1c(C(=O)OCC)c(=O)[nH]c2ccccc12 | -4% | -3% | -3%
O=C(CS(=O)(=O)c1ccccc1)N1CCCCC1 | -22% | 15% | 4%
CN(Cc1ccccc1)C(=O)CCC(=O)N(C)Cc1ccccc1 | -4% | -2% | 2%
COc1ccc(N2CCN(c3oc(Cc4cccc5ccccc45)nc3C#N)CC2)cc1 | 0% | -12% | u
O=C(O)CSc1nc2sc3c(c2c(=O)n1Cc1ccccc1)CCCCC3 | -3% | -6% | -20%
Cn1ccnc1COc1ccc(C=O)cc1 | 3% | 4% | 6%
O=C(COC(=O)c1ccccc1OCCOc1ccccc1)Nc1ccccc1Br | x | 15% | -12%
CCc1ccc(Nc2n[n+](-c3ccccc3)c(-c3cccc(Cl)c3Cl)s2)cc1 | -9% | -10% | u
Nc1c(N(CCC2=CCCCC2)C(=O)COc2ccc(F)cc2)c(=O)[nH]c(=O)n1Cc1ccccc1 | 7% | 1% | u
C=CCNC(=O)NC(=O)COC(=O)CCCSc1nc2ccccc2[nH]1 | -4% | -14% | 10%
Cc1ccc(/C=C2\CCn3c2nc2cc(C(=O)O)ccc2c3=O)c(C)c1 | -10% | -25% | -7%
CSc1ccc(COC(=O)c2cc([N+](=O)[O-])ccc2N2CCOCC2)cc1 | 1% | 2% | 0.041µM*
Cn1c(=O)n(C)c2cc(N3CCOCC3)c(NS(=O)(=O)c3ccc(F)cc3)cc21 | -1% | 22% | u
CCc1cccc(C)c1NC(=S)N(CCN(C)C)C(C)c1cccnc1 (configuration not stated) | 0% | 4% | -2%
OCC[C@H]1C[C@@H](O)[C@H](O)[C@]2(CCc3ccccc3O2)O1 | 0% | 13% | -5%
O=C(COC(=O)Cc1cccc(F)c1)NC(=O)NC1CCCCC1 | -10% | 6% | 11%
Cc1nc2ccn(Cc3cccnc3)c(=O)c2cc1C(=O)N1CCN(c2ccccc2F)CC1 | 1% | 21% | u
COc1cc(C(=O)Nc2nnc(C(C)(C)C)s2)c([N+](=O)[O-])cc1OC | -8% | 8% | 1%
Nc1ccc(NC(=O)NC2CCCCC2)cc1 | 23% | 5% | 4%
Cc1ccc(/C=C/c2ccc3cccc(O)c3n2)s1 | -2% | 0% | u
CCCn1c(SCC(=O)Nc2ccc(C(=O)Nc3ccccc3OC)cc2)n[nH]c1=O | -11% | -4% | 11%
CC(=O)C1=C(c2ccc(Cl)cc2)N(C(C)=O)n2c(nnc2C2CCCCC2)S1 | -2% | 16% | 13µM*
Cc1ccc(C(=O)NC(=C(Cl)Cl)S(=O)(=O)c2ccc(Cl)cc2)cc1 | -10% | -8% | u
O=C(CN(C(=O)c1nsc(Cl)c1Cl)c1ccc(F)cc1)NC1CCCC1 | -1% | 4% | -14%
COc1ccc(NC(=O)Cn2cc(C(=O)c3ccncc3)c(=O)c3cc(C)ccc32)cc1Cl | -15% | -8% | 6%
COc1ccc(C(NC(=O)/C=C/c2ccco2)c2ccc(OC)c(OC)c2)cc1 (configuration not stated) | 4% | -6% | -15%
O=C(CN(C(=O)Cn1nnc(-c2ccccc2F)n1)c1cccc2c1CCCC2)NCc1ccccc1 | -9% | -17% | u
COc1ccc(S(=O)(=O)NCc2ccc3c(c2)OCO3)cc1OC | -6% | -9% | 6%
COc1ccccc1CN1CC(C(=O)NCCN2CCNC2=O)CCC1=O (configuration not stated) | -3% | 17% | 4%
COC(=O)CCC(=O)OC1(C)C(=O)C=C2C=C(c3ccsc3)OC=C2C1=O (configuration not stated) | x | 32µM* | -4%
Cc1c(C(=O)NCCCn2ccnc2)oc2ccccc12 | 3% | 3% | -14%
COc1cc(C(=O)NC2CCCc3ccccc32)cc(OC)c1C (configuration not stated) | -4% | 0% | u
COc1ccc(CCNS(=O)(=O)c2cc3c(cc2C)NC(=O)CO3)cc1OC | -15% | 21% | 2%
CCCCN(C(=O)c1cccc(S(=O)(=O)N(C)c2ccc(C)cc2)c1)c1c(N)n(CCCC)c(=O)[nH]c1=O | -3% | 23% | u
COC(=O)c1ccc(C(=O)NC(=S)Nc2ccc3nc(SC)sc3c2)cc1 | -3% | -10% | -26%
CCN(CC)c1ccc2c(c1)C(=O)N(C)C2=O | -10% | 6% | u
Cc1ccc(N2C(=O)c3ccc(C(=O)NCCN4CCOCC4)cc3C2=O)cc1 | -2% | -15% | -17%
CC(=O)NC(=S)NNC(=O)COc1ccc(Br)cc1 | -23% | 10% | -38%
O=S(=O)(Nc1ccc2ccccc2c1)N1CCCCC1 | x | -16% | -17%
Cc1cc(N2C(=O)C3C4CC(c5ccccc5)C(C4)C3C2=O)no1 (configuration not stated) | -8% | 49%[activator] | -6%
CSc1ccc(N/N=C(/C#N)S(=O)(=O)C(C)(C)C)cc1 | -13% | -11% | u
CCOC(=O)C1CCN(S(=O)(=O)c2c(C)n(C)c(=O)n(C)c2=O)CC1 | -2% | -11% | -4%
Nc1ccc(-n2nncc2-c2ccc(Cl)cc2)cc1 | -6% | -14% | -13%
CC(C)Nc1nnc(SCC(=O)/C=C2\N(C)c3ccccc3C2(C)C)s1 | -3% | 0% | 16µM*
COc1ccc(CC(=O)OCC(=O)NCc2ccco2)cc1OC | -4% | 2% | -2%
CCOC(=O)C1=C(c2ccccc2)NC(=O)NC1c1ccsc1 (configuration not stated) | 2% | -7% | -1%
COc1ccccc1CNC(=O)[C@H](C)NC(=O)[C@@H]1Cc2ccccc2CN1 | -6% | -6% | -3%
COCc1ccc(CN2CCc3c([nH]c4ccccc34)C2C(C)(C)C)o1 (configuration not stated) | 0% | -11% | u
O=C1NC(=O)N(C2CCCCC2)CC1Br (configuration not stated) | x | 1% | u
Cc1ccsc1CN(C)C(=O)c1ccc(Oc2ccccc2)cc1 | -5% | -5% | -16%
Cc1cc(-c2cc(C(=O)O)c3ccccc3n2)c(C)s1 | 3% | 12% | 3%

(list continues)
Molecule | GCN5L2 inh | FEN1 inh | TDP1 cell CPT
CC(CC(=O)O)CC(=O)Nc1ccc(S(N)(=O)=O)cc1 (configuration not stated) | 3% | -2% | -9%
COc1ccccc1NC(=S)N(Cc1ccc(C)cc1)Cc1cccnc1 | -4% | -6% | -4%
Cc1cccc(NS(=O)(=O)c2ccc(-c3ccc(=O)[nH]n3)o2)c1 | -12% | -8% | -6%
O=C(c1cc(Cl)ccc1[N+](=O)[O-])N1CCc2ccccc2C1 | -2% | 4% | -6%
CSc1nnc(Cc2cc(=O)[nH]c(=O)[nH]2)n1-c1cccc(C)c1 | -3% | 0% | 2%
CC(O)c1c(OCc2ccccc2)ncnc1OCc1ccccc1 (configuration not stated) | 2% | -8% | u
C=CCNCC(=O)N1N=C(c2ccc3ccccc3c2)CC1c1ccc(OC)cc1 (configuration not stated) | -6% | -13% | 8.2µM*
Cc1cc(C(=O)OCC(=O)N2CCN(C(=O)c3ccco3)CC2)c(C)n1-c1ccc(F)cc1 | -4% | -5% | -16%
O=C1NN(c2ccccc2)C(=O)/C1=C/c1ccc(-c2ccc(Cl)c(C(=O)O)c2)o1 | -26% | u | 2%
COc1ccc(C)cc1N(CC(=O)N1CCCCCC1)S(C)(=O)=O | -3% | 0% | 4%
O=C(NCc1n[nH]c(=S)n1-c1ccc(Br)cc1)c1ccc(S(=O)(=O)N2CCOCC2)cc1 | -1% | -3% | -11%
O=C(NCCCC(=O)N1CCOCC1)c1cccnc1 | -1% | 2% | -8%
CCN(CC)CCCNc1cc(-c2ccccc2)nc(C)n1 | -4% | 1% | 3%
CCOc1ccccc1C(=O)N(Cc1cc(OC)c(OC)c(OC)c1)C1CCS(=O)(=O)C1 (configuration not stated) | -1% | 1% | -16%
Nc1[nH]c(N=NC(=O)c2ccc(Cl)cc2)c2ccccc12 | -9% | 4% | -10%
COc1cc(/C=C2\S/C(=N/S(=O)(=O)c3ccc(C)cc3)NC2=O)c([N+](=O)[O-])cc1OC | -18% | -17% | -5%
COc1cc(CCC(=O)O)on1 | -11% | -1% | -15%

Screening data (PubChem)
